Source: PubChem (several laboratories)
Yfh1-off respiration = enhancers of respiration in Yfh1-depleted yeast, dose response, Friedreich's ataxia, plus single-dose screen (AID 1465); S. cerevisiae Yfh1-off respiration, WST-1 reduction, 72 h; higher fold induction means a stronger effect; fold induction at 50 µM; hits with a dose series show EC50 in µM; 0.074% of 220,000 active;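 active = fold induction of absorbance versus untreated yeast above a set limit, then at least 30% activation at any dose in follow-up; inconclusive = repeats straddling the limit, or above it without dose testing; inactive = fold induction below the set limit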;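 also: activators that raise dye reduction in frataxin-depleted yeast; strong numbers were not always called active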
XIAP antagonists = XIAP antagonists, biochemical, IAP family, fluorescence polarization (AID 1018). one-dose displacement, % at 20 µM; IC50 in µM for titrated hits. XIAP BIR domain, fluorescence polarization peptide displacement; higher % means a stronger effect. 0.007% of 200,000 active; in the data active = displacement above about 50%; also: a part of the inactive calls stands beside numbers as strong as those of hits
LYP phosphatase = inhibitors of LYP phosphatase, biochemical, fluorescence intensity, uHTS (AID 1779) | Tyrosine-protein phosphatase non-receptor type 22 (Homo sapiens) | 0.054% of 290,000 active | recombinant LYP phosphatase, fluorescence intensity; higher % means a stronger effect | inhibition, % at 11.5 µM, or IC50 in µM where a hit was titrated;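 also: plate controls were vehicle with enzyme for no effect and no enzyme for full effect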
TNAP activators = human TNAP enzyme activators, primary screen, biochemical, luminescent, no phosphate acceptor, uHTS (AID 1001); Alkaline phosphatase, tissue-nonspecific isozyme (Homo sapiens); purified TNAP, luminescent activation assay, no phosphate acceptor; higher activation fold means a stronger effect; activation fold at 20 µM; hits with a dose series show EC50 in µM; 0.03% of 200,000 active; in the data active = activation fold from about 3, or a potency from the dose series; inactive = the rest, 99 in 100 with activation fold below about 1.6; also: many of its hits are not listed in these tables
PMI inhibition = human PMI inhibitors, high substrate, primary screen, biochemical, fluorescence intensity, high mannose 6-phosphate (AID 1220) | Mannose-6-phosphate isomerase (Homo sapiens) | recombinant PMI enzyme, coupled fluorescence intensity; higher % means a stronger effect | one-dose inhibition, % at 20 µM; IC50 in µM for titrated hits | 0.66% of 190,000 active
WT yeast gro inh = growth inhibition of WT strain, primary screen, mitochondrial fusion inhibitor project, WT and mutant strains, chemical genetic | mitochondrial fusion phenotypic screen | 2.1% of 190,000 active | inhibition, % at 10 µM; in the data active = inhibition above about 58%; tested in S. cerevisiae
M1AAP inhibition = P. falciparum M1AAP inhibitors, biochemical, fluorogenic H-Leu-NHMec substrate, 1536-well (AID 1445) | 0.42% of 220,000 active | inhibition, % at 30 µM, or IC50 in µM where a hit was titrated | recombinant M1AAP, H-Leu-NHMec fluorogenic kinetic assay; higher % means a stronger effect | Aminopeptidase N (Plasmodium falciparum (isolate 3D7));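 active = primary inhibition above the hit cutoff, then over 50% inhibition at one or more dose response concentrations, cut at about 23% in these data, passing the limit was not always enough; inconclusive = conflicting primary data, or primary hits not chosen for dose response; inactive = low primary inhibition, or under 50% at every dose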;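 also: plate controls were DMSO full reaction for no effect and no enzyme background for full effect; strong numbers were not always called active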
M17LAP inhibition = P. falciparum M17LAP inhibitors, primary screen, biochemical, fluorogenic H-Leu-NHMec substrate, 1536-well (AID 1619); 0.38% of 220,000 active; Leucine aminopeptidase (Plasmodium falciparum (isolate 3D7)); inhibition, % at 30 µM, or IC50 in µM where a hit was titrated; recombinant M17LAP, H-Leu-NHMec fluorogenic kinetic assay; higher % means a stronger effect;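 active = compound inhibiting the enzyme by more than half at any dose during confirmatory dose-response retesting; inconclusive = strong single-dose inhibitors picked by rank but not retested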;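 also: plate controls were full reaction with DMSO carrier for no effect and no enzyme background for full effect; strong numbers were not always called active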
human PMI inhibition = inhibitors of human PMI, primary screen, biochemical, fluorescence intensity, coupled assay (AID 1209) | 0.42% of 190,000 active | Mannose-6-phosphate isomerase (Homo sapiens) | inhibition, % at 20 µM, or IC50 in µM where a hit was titrated | purified PMI enzyme, coupled fluorescence intensity; higher % means a stronger effect;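 also: plate controls were DMSO vehicle for no effect and wells lacking substrate for full effect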
WT yeast gro inh mutant strain = recorded beside WT yeast gro inh, whose call it bears; inhibition, %; mitochondrial fusion phenotypic screen, mutant strain inhibition
Starred values were filed as active, the others as inactive; i = inactive; ? = inconclusive; . = no result given. Rule as the data show it, unless noted: active = inhibition above about 50%; inactive = the rest.

SMILES	Yfh1-off respiration	XIAP antagonists	LYP phosphatase	TNAP activators	PMI inhibition	WT yeast gro inh	WT yeast gro inh mutant strain	M1AAP inhibition	M17LAP inhibition	human PMI inhibition
O=S1(=O)CCC(NS(=O)(=O)/C=C/c2ccccc2)C1 (stereo not given)	i	-3.4%	2%	1.1	4%	-16	-4	14%	9%	4%
O=C(NCCN1C(=O)S/C(=C\c2ccccc2)C1=O)C1CCN(S(=O)(=O)c2cccs2)CC1	i	-3.7%	-4%	1.1	6%	-5	-11	-1%	-7%	8%
CC(=O)Nc1ccc(S(=O)(=O)Nc2nnc(C3CCCCC3)s2)cc1	i	-9.4%	1%	1	2%	0	-8	2%	14%	3%
COc1ccc2[nH]c(=O)c(CN(C)C(=O)c3ccncc3)cc2c1	i	-5.3%	-8%	1.1	11%	11	-5	10%	-2%	10%
O=C1C2C3c4ccccc4C(c4ccccc43)[C@@H]2c2nc3ccccc3n21 (stereo not given in full)	i	-2.0%	-6%	1.1	8%	11	-2	2%	6%	2%
Cc1nc(N2CCN(Cc3ccccc3)CC2)c(C#N)c2c1COC(C)(C)C2	i	-9.6%	-5%	1	0%	-2	-5	0%	-3%	3%
CCCS(=O)(=O)N1CCC(C(=O)NCc2ccco2)CC1	i	-0.3%	-10%	1.1	3%	1	17	?	3%	6%
O=C1Nc2ccc(NS(=O)(=O)c3cccs3)c3cccc1c23	.	-3.3%	-5%	1	66%*	-13	-2	?	15%	28%
O=S(=O)(Nc1ccc(N=Nc2ccc(O)c3ccccc23)cc1)c1ccccc1	i	-2.4%	-1%	0.5	25%	59*	28*	15%	1%	13%
Cc1ccc(C(=O)OC2=CC(=O)CC(C)(C)C2)cc1	i	-7.6%	-13%	1	-6%	1	8	12%	13%	-9%
CS(=O)(=O)Nc1ccc(C(=O)Nc2ccccc2Cl)cc1	i	0.1%	-8%	1.1	2%	13	0	1%	-2%	0%
COc1ccc(-c2nnc(-c3ccc(Br)o3)o2)cc1OC	i	-1.9%	4%	1	3%	5	3	-1%	-10%	-2%
O=C(N/N=C/c1cc(Br)ccc1O)c1ccccc1Cl	i	-0.4%	0%	1.4	-3%	16	19	8.1µM*	1%	5%
CCOC(=O)/C(C#N)=C/c1cn(CCOc2ccc(OC)cc2)c2ccccc12	i	2.3%	-4%	1.2	-2%	4	-10	2%	0%	11%
N#Cc1c(Cl)nsc1NN	i	-13%	-1%	1.1	-70%	17	29	4%	4%	-42%
O=C(CCC(=O)Nc1ccc(F)cc1)N/N=C/c1ccc(O)cc1O	i	-6.6%	0%	2.2	-13%	5	-4	14%	11%	4%
Cc1ccc(C(=O)OCC(=O)c2c[nH]c3ccccc23)cc1NC(=O)c1ccco1	i	-0.9%	3%	1.1	8%	-4	0	8%	0%	18%
CCOc1ccc(/C(O)=C2/C(=O)C(=O)N(CCN(CC)CC)C2c2cccs2)cc1 (stereo not given)	i	.	-4%	.	.	.	.	3%	-1%	.
CCOc1ccc(N=Nc2c(N)[nH][nH]c2=O)cc1	?	-6.0%	19%	1.1	-14%	9	1	8%	24%	-24%
CCc1ccccc1NC(=O)CC(c1ccc(OC)cc1)n1cccc1 (stereo not given)	i	-2.2%	-6%	1.1	7%	0	-19	6%	-25%	11%

Exported with two lines to a compound: part of the list above.
Order of values – Yfh1-off respiration, XIAP antagonists, LYP phosphatase, TNAP activators, PMI inhibition, WT yeast gro inh, WT yeast gro inh mutant strain, M1AAP inhibition, M17LAP inhibition, human PMI inhibition
- Cc1ccc(C(=O)OC2=CC(=O)CC(C)(C)C2)cc1
→ i, -7.6%, -13%, 1, -6%, 1, 8, 12%, 13%, -9%
- CS(=O)(=O)Nc1ccc(C(=O)Nc2ccccc2Cl)cc1
→ i, 0.1%, -8%, 1.1, 2%, 13, 0, 1%, -2%, 0%
- COc1ccc(-c2nnc(-c3ccc(Br)o3)o2)cc1OC
→ i, -1.9%, 4%, 1, 3%, 5, 3, -1%, -10%, -2%
- O=C(N/N=C/c1cc(Br)ccc1O)c1ccccc1Cl
→ i, -0.4%, 0%, 1.4, -3%, 16, 19, 8.1µM*, 1%, 5%
- CCOC(=O)/C(C#N)=C/c1cn(CCOc2ccc(OC)cc2)c2ccccc12
→ i, 2.3%, -4%, 1.2, -2%, 4, -10, 2%, 0%, 11%
- N#Cc1c(Cl)nsc1NN
→ i, -13%, -1%, 1.1, -70%, 17, 29, 4%, 4%, -42%
- O=C(CCC(=O)Nc1ccc(F)cc1)N/N=C/c1ccc(O)cc1O
→ i, -6.6%, 0%, 2.2, -13%, 5, -4, 14%, 11%, 4%
- Cc1ccc(C(=O)OCC(=O)c2c[nH]c3ccccc23)cc1NC(=O)c1ccco1
→ i, -0.9%, 3%, 1.1, 8%, -4, 0, 8%, 0%, 18%
- CCOc1ccc(/C(O)=C2/C(=O)C(=O)N(CCN(CC)CC)C2c2cccs2)cc1 (stereo not given)
→ i, ., -4%, ., ., ., ., 3%, -1%, .
- CCOc1ccc(N=Nc2c(N)[nH][nH]c2=O)cc1
→ ?, -6.0%, 19%, 1.1, -14%, 9, 1, 8%, 24%, -24%
- CCc1ccccc1NC(=O)CC(c1ccc(OC)cc1)n1cccc1 (stereo not given)
→ i, -2.2%, -6%, 1.1, 7%, 0, -19, 6%, -25%, 11%

Continuation:
SMILES	Yfh1-off respiration	XIAP antagonists	LYP phosphatase	TNAP activators	PMI inhibition	WT yeast gro inh	WT yeast gro inh mutant strain	M1AAP inhibition	M17LAP inhibition	human PMI inhibition
Cc1ccnc(N2CCC(C(=O)NNC(=O)c3ccccc3C)CC2)n1	i	-3.3%	-7%	1.1	3%	7	-42	-9%	-1%	8%
COc1ccc(/C=N/OCC(=O)Nc2nc3ccccc3s2)cc1OC	i	-6.0%	-8%	1	13%	15	2	1%	11%	15%
CN(C)/C=N/C(=S)Nc1ccccc1	i	-2.6%	-10%	1	5%	0	10	11%	1%	4%
CCOC(=O)C1CCN(C(=O)Nc2ccc3c(c2)nc(C)n3C)CC1	i	-6.8%	-4%	1.1	14%	14	27	9%	0%	21%
CCC/C(O)=C1\C(=O)CCCC1=NCCc1ccc(OCC)c(OCC)c1	i	0.9%	-7%	1	-3%	3	20	5%	1%	-3%
O=C(O)C1C2C=CC(C2)C1C(=O)OCC1CCCO1 (stereo not given)	i	-3.4%	-6%	1.2	9%	3	0	1%	2%	0%
Cc1ccc(C)c(S(=O)(=O)Nc2ccc3scnc3c2)c1	i	-10%	-10%	1.1	-1%	13	0	4%	-4%	-1%
O=C(O)/C=C/C(=O)N1CCN(S(=O)(=O)c2cccc(C(F)(F)F)c2)CC1	i	0.2%	-9%	1.1	-2%	-10	-7	2%	-3%	-7%
CCOC(=O)C1CCCN(C2CC(=O)N(c3ccc(N4C(=O)CC(N5CCCC(C(=O)OCC)C5)C4=O)cc3)C2=O)C1 (stereo not given)	i	-1.5%	-2%	1	0%	1	0	-1%	-3%	5%
Cc1ccc(NC(=O)C2CCCN2S(=O)(=O)c2ccc3c(c2)n(C)c(=O)c(=O)n3C)cc1C (stereo not given)	.	-15%	2%	1	6%	-11	-17	-1%	-10%	-6%
O=C1Nc2ccc(S(=O)(=O)N3CCCC3)c3ccc(S(=O)(=O)N4CCCC4)c1c23	i	-6.2%	0%	1.1	32%	28	18	5%	0%	1%
CCOC(=O)CSc1nc(-c2ccc3c(c2)OCO3)ccc1C#N	i	-8.8%	-6%	1.1	13%	12	29	-1%	2%	-8%
C/C(=N\OC(=O)c1ccc(Cl)cc1)c1nccs1	i	-3.1%	-5%	1.1	-2%	8	-3	1%	16%	1%
NC(=O)[C@@H]1CCCNc2c(F)cc([N+](=O)[O-])cc2C(=O)N[C@@H](CCC(=O)O)C(=O)N[C@@H](CO)C(=O)N1	i	-22%	-1%	1.1	-6%	-5	-18	11%	38%	-11%
Cc1c(C=O)c(=O)n(-c2ccccc2)n1-c1ccccc1	i	-7.3%	-7%	1.1	2%	0	-2	2%	-2%	2%
CCOc1ccc(NS(=O)(=O)c2ccc3[nH]cc(C(=O)NCC4CCCO4)c(=O)c3c2)cc1 (stereo not given)	i	-19%	-6%	1.1	8%	-12	10	22%	-1%	2%
O=C(Nc1ccccc1Cl)c1ccc(S(=O)(=O)N2CCOCC2)cc1	i	-1.3%	5%	1	-13%	4	-2	2%	-8%	-16%
CC(=O)Nc1ccc(NC(=O)C(C)Oc2ccccc2F)cc1 (stereo not given)	i	-8.0%	-3%	1.1	4%	-2	3	3%	-2%	0%
Cn1c(C(=O)NCCC2=CCCCC2)cc2c(=O)n3ccccc3nc21	i	0.7%	5%	1.2	5%	4	4	-3%	-4%	5%
CN(C)C(=O)c1noc2cc([N+](=O)[O-])ccc12	i	-7.8%	4%	1	2%	4	10	2%	7%	1%
COc1cccc(N2CCN(C(=O)CSc3ccc(F)cc3)CC2)c1	i	-2.8%	-4%	1.1	19%	-12	-5	5%	4%	7%
CCCC(=O)Nc1ccc(NC(=S)NC(=O)c2ccccc2[N+](=O)[O-])cc1	i	-3.5%	-3%	1.1	4%	-49	-19	0%	-2%	17%
O=c1c2nccnc2[nH]c(=S)n1Cc1ccccc1	i	-4.5%	-2%	1.1	0%	17	12	3%	4%	-19%
COc1cccc(Cn2cc(N)cn2)c1	i	-3.8%	-7%	1	.	-4	-8	8%	6%	.
COC(=O)/C=C1/SC(=Nc2ccc(Cl)c(Cl)c2)NC1=O	i	.	-6%	.	.	.	.	0%	-3%	.
CC(=O)NCC(=O)N(c1c(C)n(C)n(-c2ccccc2)c1=O)C1(C(=O)NC2CCCC2)CCCCC1	.	-5.3%	-1%	1.1	4%	1	6	6%	8%	7%
CC1(C)CC(=O)C=C(NCc2ccncc2)C1	i	-1.1%	6%	0.9	1%	-6	1	5%	2%	-16%
CN(Cc1ccccc1)C(=O)c1ccccc1Br	i	-3.3%	-5%	0.9	-2%	-6	21	8%	-8%	-11%
OCCNCCCCOc1ccc(OCc2ccccc2)cc1	i	2.0%	-8%	1	3%	-1	14	3%	0%	2%
O=C(N/N=C/c1oc(O)c2ccccc12)c1ccccc1	i	-5.9%	-2%	0.7	-144%	-9	5	4%	19%	-80%
